Screening data: PubChem, several laboratories
LAP4 TOR yeast: yeast TOR pathway LAP4-GFP modulation; GFP response vs DMSO, % at 10 µM; actives 0.34% (n = 320,000); S. cerevisiae LAP4-GFP multiplex, flow cytometry GFP, 3 h; median GFP as percent of DMSO wells;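 active = GFP response vs DMSO above a set limit, about the screen mean plus 3 SD, cut at about 150% in these data; inconclusive = under 70 cell events counted for the yeast strain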
procasp3 activ: activates human procaspase-3; recombinant procaspase-3 D3A, Ac-DEVD-pNA absorbance 405 nm; activation, % at 8.5 µM; actives 0.11% (n = 330,000);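 active = activation above the mean of all tested compounds plus 3 SD, cut at about 21% in these data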;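 note: 0% = DMSO alone and 100% = DMSO wells spiked with extra 5 µM PC-3 D3A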
Target sequence (P42574 whole entry D9A/D28A/D175A): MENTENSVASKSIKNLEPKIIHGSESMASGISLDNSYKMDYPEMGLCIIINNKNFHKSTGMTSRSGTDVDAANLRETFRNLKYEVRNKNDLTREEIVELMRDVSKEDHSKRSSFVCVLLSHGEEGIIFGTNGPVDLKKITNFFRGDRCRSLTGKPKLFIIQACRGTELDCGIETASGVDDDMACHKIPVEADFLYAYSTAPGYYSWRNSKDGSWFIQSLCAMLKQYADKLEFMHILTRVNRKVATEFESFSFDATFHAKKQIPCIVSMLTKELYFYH
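Assay system: Autoprocessing-dead procaspase-3 D3A mutant enzyme; also added: Ac-DEVD-pNA; doses: one concentration, 8.5 µM nominal, 0.8% DMSO; times: 1 h compound preincubation, 2 h substrate hydrolysis at 25 °C; technique: 405 nm absorbance of p-nitroaniline, reads at 0 and 120 min; measure: % activation between DMSO and enzyme-spiked controls; repeats: single replicate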
AHR activator: activators of human aryl hydrocarbon receptor; actives 2.5% (n = 320,000); AHR-responsive luciferase reporter cells, luminescence; activation, % at 5 µM; P35869; in the data active = activation above about 47%;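 note: 0% = vehicle wells and 100% = reference agonist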
procasp7 counter: activates human procaspase-7, counter-screen for procaspase-3 activators | recombinant procaspase-7, Ac-DEVD-pNA absorbance 405 nm; D23A/D198A/D206A triple mutant, cannot self-cleave; scale: DMSO 0, 5 µM enzyme 100 | activation, % at 8.5 µM | AID 463210 | actives 0.093% (n = 330,000) | P55210;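 active = percent activation above the screen-wide mean plus 3 SD, cut at about 25% in these data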
Target sequence (P55210 whole entry D23A/D198A/D206A): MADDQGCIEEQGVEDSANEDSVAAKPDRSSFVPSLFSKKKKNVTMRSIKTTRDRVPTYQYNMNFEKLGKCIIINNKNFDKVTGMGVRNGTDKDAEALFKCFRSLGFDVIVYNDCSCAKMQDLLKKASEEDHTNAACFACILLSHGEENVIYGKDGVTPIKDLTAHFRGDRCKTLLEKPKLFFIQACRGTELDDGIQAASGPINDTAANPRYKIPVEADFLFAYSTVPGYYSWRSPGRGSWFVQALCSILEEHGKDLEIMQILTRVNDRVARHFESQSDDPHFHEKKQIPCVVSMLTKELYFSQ
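Detection: p-Nitroaniline absorbance at 405 nm, read at 0 and 120 min; system: Uncleavable procaspase-7 mutant enzyme; evaluation: % activation from two-timepoint absorbance difference, scaled to controls; times: 1 h enzyme–compound preincubation and 2 h substrate reaction, both 25 °C; buffer or medium: Zinc-free HEPES pH 7.4 with 300 mM NaCl, 0.01% Triton X-100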
MEP2-GFP yeast: alters MEP2-GFP fluorescence in TOR pathway yeast screen; S. cerevisiae MEP2-GFP strain, flow cytometry GFP, 3 h; 100% = DMSO control level; GFP response vs DMSO, % at 10 µM; actives 0.51% (n = 330,000);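 active = GFP response versus DMSO above a set limit, roughly screen mean plus 3 SD, cut at about 180% in these data; inconclusive = fewer than 70 cells counted for a yeast strain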;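 note: median GFP fluorescence of the barcode-gated MEP2-GFP cells per well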
AGP1-GFP MLPCN: alters AGP1-GFP fluorescence in TOR pathway yeast screen; S. cerevisiae AGP1-GFP multiplex flow cytometry, 3 h; GFP as percent of DMSO wells; GFP response vs DMSO, % at 10 µM; actives 0.02% (n = 320,000); AID 2066;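 active = GFP response relative to DMSO above a set limit, near screen average plus 3 SD, cut at about 150% in these data; inconclusive = fewer than 70 cells counted for the yeast strain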;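 note: median GFP channel fluorescence of the gated AGP1 strain per well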
CIT2 TOR yeast: yeast TOR pathway CIT2-GFP modulation | actives 0.065% (n = 320,000) | GFP response vs DMSO, % at 10 µM | S. cerevisiae CIT2-GFP strain, flow cytometry, 3 h; 100 means same as DMSO wells | AID 2029;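 active = GFP response relative to DMSO above a set limit, near the screen mean plus 3 SD, cut at about 150% in these data; inconclusive = Fewer than 70 cells measured for a yeast strain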;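 note: ratio of well median GFP fluorescence to mean of DMSO wells on the plate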
RPL19A TOR yeast: yeast TOR pathway RPL19A-GFP modulation; percent response vs DMSO, % at 10 µM; AID 2025; S. cerevisiae RPL19A-GFP strain, flow cytometry, 3 h; stronger effect = lower value; actives 0.3% (n = 330,000);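 active = percent response vs DMSO below 50%; inconclusive = fewer than 70 events counted for the yeast strain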;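 note: median channel GFP fluorescence of the barcoded RPL19A-GFP strain; ratio of sample median GFP to plate DMSO average so 100% = DMSO; lower means less RPL19A-GFP as with rapamycin TOR inhibition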
* marks the source's active call; other numbers are inactive results; ? = inconclusive; . = not tested or not shown.

Start of the listing, in advance, 5 compounds:
Values run as follows: LAP4 TOR yeast | procasp3 activ | AHR activator | procasp7 counter | MEP2-GFP yeast | AGP1-GFP MLPCN | CIT2 TOR yeast | RPL19A TOR yeast
C/C(CC(=O)Nc1ccccc1)=N\NC(=O)COc1ccc(C)cc1Br
  95 | 5 | 4 | -9 | 97 | 97 | 97 | 97
COc1ccc2oc(C)c(NC(C)=O)c2c1
  103 | 2 | 1 | 10 | 114 | 103 | 101 | 99
O=C(CSc1nnc(-c2cccs2)n1-c1ccccc1)N1CCOCC1
  94 | 4 | -1 | 1 | 98 | 96 | 91 | 96
CCCn1c(N)c(C(=O)COc2ccc(Br)cc2F)c(=O)n(C)c1=O
  88 | 7 | 0 | -1 | 100 | 92 | 100 | 104
CCOC(=O)c1ccc(NC(=S)NC(=O)c2cncc(Br)c2)cc1
  97 | 1 | 1 | 9 | 103 | 95 | 93 | 101

The whole of this part, repeating the preview:
Values run as follows: LAP4 TOR yeast | procasp3 activ | AHR activator | procasp7 counter | MEP2-GFP yeast | AGP1-GFP MLPCN | CIT2 TOR yeast | RPL19A TOR yeast
C/C(CC(=O)Nc1ccccc1)=N\NC(=O)COc1ccc(C)cc1Br
  95 | 5 | 4 | -9 | 97 | 97 | 97 | 97
COc1ccc2oc(C)c(NC(C)=O)c2c1
  103 | 2 | 1 | 10 | 114 | 103 | 101 | 99
O=C(CSc1nnc(-c2cccs2)n1-c1ccccc1)N1CCOCC1
  94 | 4 | -1 | 1 | 98 | 96 | 91 | 96
CCCn1c(N)c(C(=O)COc2ccc(Br)cc2F)c(=O)n(C)c1=O
  88 | 7 | 0 | -1 | 100 | 92 | 100 | 104
CCOC(=O)c1ccc(NC(=S)NC(=O)c2cncc(Br)c2)cc1
  97 | 1 | 1 | 9 | 103 | 95 | 93 | 101
Fc1cccc(Cl)c1CSc1ccc(-c2ccco2)nn1
  119 | -3 | -6 | 0 | 105 | 95 | 90 | 96
Cc1ccc(-c2csc(NC(=O)/C=C/c3ccco3)c2C(=O)O)cc1
  88 | 4 | 0 | 2 | 82 | 91 | 86 | 101
S=C(NCc1ccco1)N1CCN(C/C=C/c2ccccc2)CC1
  103 | -18 | 1 | -1 | 98 | 100 | 98 | 105
CCN(CC(=O)Nc1ccccc1C(F)(F)F)C(=O)CSCC(=O)Nc1cc(C)on1
  103 | 0 | -3 | -3 | 93 | 101 | 90 | 100
N#Cc1cc2cc3c(cc2nc1NCCNC(=S)NCCCN1CCOCC1)OCO3
  99 | -12 | 26 | -1 | 73 | 37 | 110 | 100
N#C/C(=C\c1ccccc1)C(=O)NNS(=O)(=O)c1cccc([N+](=O)[O-])c1
  101 | -22 | 1 | -21 | 103 | 100 | 97 | 99
COc1ccc(NC(=O)CN(Cc2ccccc2)S(C)(=O)=O)cc1
  104 | 4 | -3 | -2 | 103 | 108 | 108 | 101
Cc1cccnc1NC(=O)CNC(=O)C1CCCCC1
  97 | 2 | 1 | -1 | 102 | 106 | 99 | 97
CCOC(=O)NN1C(=O)c2ccccc2NC1c1ccc(OC)cc1OC (configuration not stated)
  111 | -5 | -1 | -5 | 88 | 98 | 92 | 87
COC(=O)c1ccc(C(=O)NC(=S)Nc2nc3c(s2)CCCC3)cc1
  103 | -4 | 9 | -6 | 113 | 97 | 97 | 95
COc1ccc(NC(=O)CSc2nnc(C3CCCCC3)n2-c2ccccc2)cc1
  94 | -7 | -1 | 4 | 104 | 108 | 106 | 99
COc1ccc(C2(O)CCN(Cc3nnnn3Cc3ccc(C)cc3)CC2)cc1
  96 | 4 | 1 | 0 | 101 | 91 | 91 | 95
Cc1ccc([C@@H]2CC=C(C(=O)O)[C@H](c3ccc(Cl)cc3)N2S(=O)(=O)c2ccc(C)cc2)cc1
  146 | 4 | -4 | -1 | 102 | 94 | 123 | 104
CCC(C)NC(=O)C1CCC(=O)N(c2cc(OC)c(OC)c(OC)c2)C1c1ccc(OC)cc1 (configuration not stated)
  100 | 0 | 1 | -2 | 96 | 100 | 99 | 99
Cc1ccccc1OCC(=O)OCC(=O)Nc1cc(S(=O)(=O)N2CCCCC2)ccc1Cl
  109 | 3 | -1 | -2 | 100 | 112 | 102 | 96
O=C(C[C@@H]1C/C=C/CC[C@H](Cc2ccc(F)cc2)C(=O)OC[C@@H](Cc2ccccc2)NC1=O)N[C@H](CO)Cc1ccccc1
  89 | -3 | -1 | 13 | 100 | 104 | 86 | 92
Cc1ccc(SC(C)c2nc(-c3ccncc3)no2)cc1 (configuration not stated)
  93 | 2 | 2 | 8 | 88 | . | 86 | 86
CSc1nc2c(c(=O)[nH]1)C(c1cccc(Cl)c1)CC(=O)N2 (configuration not stated)
  97 | 1 | 14 | 7 | 101 | 100 | 99 | 97
COC(=O)c1cccc(Nc2ncnc3sccc23)c1
  86 | -1 | 8 | -2 | ? | ? | 100 | 98
Cc1nc(-c2ccc(C(=O)O)cc2)cs1
  110 | -6 | 2 | 19 | 87 | 88 | 81 | 99
Cn1c(=O)c2c(nc(Oc3ccccc3N)n2C)n(C)c1=O
  98 | . | . | . | 107 | 104 | 108 | 104
O=C(CSc1nc2ccccc2o1)Nc1nc(-c2ccccc2)cs1
  88 | -3 | 32 | -5 | 87 | 90 | 95 | 99
O=C(CNc1cc(S(=O)(=O)N2CCCC2)ccc1OCC(F)(F)F)Nc1ccc(SC(F)F)cc1
  100 | 2 | 1 | 6 | 112 | 94 | 103 | 99

Grouped by structure, the entries above containing a COOH group (3)
Values run as follows: LAP4 TOR yeast | procasp3 activ | AHR activator | procasp7 counter | MEP2-GFP yeast | AGP1-GFP MLPCN | CIT2 TOR yeast | RPL19A TOR yeast
Cc1ccc(-c2csc(NC(=O)/C=C/c3ccco3)c2C(=O)O)cc1
  88 | 4 | 0 | 2 | 82 | 91 | 86 | 101
Cc1ccc([C@@H]2CC=C(C(=O)O)[C@H](c3ccc(Cl)cc3)N2S(=O)(=O)c2ccc(C)cc2)cc1
  146 | 4 | -4 | -1 | 102 | 94 | 123 | 104
Cc1nc(-c2ccc(C(=O)O)cc2)cs1
  110 | -6 | 2 | 19 | 87 | 88 | 81 | 99
